Compound activity as filed in PubChem BioAssay.
3T3 cytotox – NIH 3T3 cell cytotoxicity; Potency, µM (titrated, usually from 96.7 µM), for the others: at the top dose activity change, negative = cytotoxicity, usual class: inhibitors; NIH 3T3 viability, CellTiter-Glo ATP luminescence, 48-72 h; hit rate 4.3% among 94,000; also: potency is read from the fitted curve at half-maximal effect; nearly all actives have a fitted effect of over 55% in size
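Mouse fibroblast NIH 3T3 cells, 400 per well, received compound via pintool and were incubated for 48 or 72 hr prior to CellTiter-Glo ATP luminescence measurement.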
IP6K1 inh – inhibitors of human IP6K1 | activity change, % (series mostly up to about 58 µM) | Q92551 | IP6K1 kinase, ADP-Glo luminescence, 2 h; hits give low values | AID 1645851 | hit rate 0.81% among 140,000; in the data active = activity change below about -25%
Target sequence (Q92551 whole entry, looked up): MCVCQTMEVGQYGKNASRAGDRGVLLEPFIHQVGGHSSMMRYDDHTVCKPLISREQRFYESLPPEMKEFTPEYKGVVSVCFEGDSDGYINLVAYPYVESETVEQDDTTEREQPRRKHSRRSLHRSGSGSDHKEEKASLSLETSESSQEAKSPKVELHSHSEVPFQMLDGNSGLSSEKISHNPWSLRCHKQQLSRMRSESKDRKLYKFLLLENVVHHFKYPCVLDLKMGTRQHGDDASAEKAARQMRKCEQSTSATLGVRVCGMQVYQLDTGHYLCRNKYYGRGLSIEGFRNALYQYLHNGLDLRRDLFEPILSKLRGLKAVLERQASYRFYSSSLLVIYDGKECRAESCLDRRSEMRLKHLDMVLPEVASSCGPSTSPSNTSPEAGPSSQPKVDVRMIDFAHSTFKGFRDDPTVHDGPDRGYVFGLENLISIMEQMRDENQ
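ADP-Glo luminescence measures ADP made by human IP6K1 during a 2 h RT reaction with ATP/IP6 (mix at 1.3 mM/130 uM); top library doses 57.5 and 19.1 uM final.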
SNCA expr inhib – reduces expression of the alpha-synuclein gene. Potency, µM (highest dose often 57.2 µM), without a hit: top-dose activity change, negative = inhibition, hits mostly inhibitors. AID 1671194. HEK-293 SNCA-luciferase knock-in, luminescence, 24 h. hit rate 0.17% among 140,000;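 also: potency is read from the fitted curve at half-maximal effect; plate controls were DMSO cells for no effect and cell-free wells for full effect; nearly all actives have a fitted effect of over 45% in size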
HEK293 tox – HEK 293 cell cytotoxicity; HEK 293 viability, ATP luminescence (CellTiter-Glo), 48-72 h; Potency, µM (doses to about 115 µM), for the others: at the top dose activity change, negative = cytotoxicity, actives largely listed as inhibitors; hit rate 6.6% among 94,000; also: potency is read from the fitted curve at half-maximal effect; nearly all actives have a fitted effect of over 60% in size
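qHTS cytotoxicity; HEK 293, 250 cells/well; compound pinned; 48 or 72 hr, 37 degree Celsius, 5% CO2, 95% humidity; CellTiter-Glo, 10 min RT; luminescence (ATP).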
Luciferase inh – inhibitors of firefly (Photinus pyralis) luciferase | purified P. pyralis luciferase, luminescence, biochemical | Potency, µM (titrated, usually from 115 µM), for the others: at the highest dose activity change, negative = inhibition, hits mostly inhibitors | P08659 | hit rate 2.5% among 76,000 | AID 1347043; also: potency is read from the fitted curve at half-maximal effect; nearly all actives have a fitted effect of over 65% in size
Target sequence (P08659 whole entry, looked up): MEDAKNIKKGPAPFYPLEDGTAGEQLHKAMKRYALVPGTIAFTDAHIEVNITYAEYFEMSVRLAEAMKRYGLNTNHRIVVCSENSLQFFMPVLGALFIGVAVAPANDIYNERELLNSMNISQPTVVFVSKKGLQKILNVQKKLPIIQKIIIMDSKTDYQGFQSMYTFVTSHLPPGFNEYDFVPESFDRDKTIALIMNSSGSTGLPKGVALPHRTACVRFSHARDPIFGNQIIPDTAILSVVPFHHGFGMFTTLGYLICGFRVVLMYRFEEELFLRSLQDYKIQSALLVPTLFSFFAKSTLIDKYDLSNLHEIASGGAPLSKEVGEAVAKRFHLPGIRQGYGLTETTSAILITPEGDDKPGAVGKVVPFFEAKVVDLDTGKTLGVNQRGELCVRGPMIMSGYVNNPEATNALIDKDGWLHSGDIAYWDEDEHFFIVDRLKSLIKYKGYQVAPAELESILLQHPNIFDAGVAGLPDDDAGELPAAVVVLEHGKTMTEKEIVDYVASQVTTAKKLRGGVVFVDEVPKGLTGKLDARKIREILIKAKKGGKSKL
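FLuc 10nM, D-luciferin 10uM, ATP 10uM, Mg acetate 10mM, Tris acetate pH 7.5, Tween/BSA; cpd qHTS; enzyme added last; CCD luminescence.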
SNCA viab count – reduces viability of HEK-293 SNCA reporter cells; HEK-293-SNCA-luc viability, GF-AFC fluorescence, 24 h; Potency, µM (top dose mostly 57.1 µM), without a hit: top-dose activity change, negative = cytotoxicity, most hits filed as cytotoxic; hit rate 0.12% among 150,000; AID 1671193;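 also: potency is read from the fitted curve at half-maximal effect; 0% = DMSO-treated cells and -100% = medium-only wells without cells; nearly all actives have a fitted effect of over 30% in size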
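Cytotoxicity counterscreen: after 24 h compound treatment of genome-edited SNCA-luciferase HEK-293 cells, live-cell protease substrate GF-AFC read by fluorescence after 30 min; activity scaled between DMSO (0%) and medium-only (-100%), curves Hill-fitted.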
GPT2 inh – inhibitors of human GPT2 alanine aminotransferase; Q8TD30; Recombinant GPT2, coupled pyruvate oxidase/HRP Amplex Red fluorescence; Potency, µM (top dose mostly 57.7 µM), inactives show at the top dose activity change, negative = inhibition, hits mostly inhibitors; hit rate 0.25% among 100,000; AID 1671188; also: potency is read from the fitted curve at half-maximal effect; nearly all actives have a fitted effect of over 60% in size; many of its hits are not listed in these tables
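Inhibition is scored from Amplex Red fluorescence generated when pyruvate oxidase and HRP act on pyruvate released by GPT2. Reactions contain 10ng/uL enzyme, 250uM a-KG and 2mM L-alanine and run 30 min at room temperature.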
An asterisk follows results filed as active; i = inactive; ? = inconclusive; . = not tested or not shown; & = joins results of further samples; [ ] = another dose, or the depositor's remark. Unless noted, calls follow the shape of the dose curve; as a rule, active = well fitted curve in the direction sought with a large enough effect; inconclusive = small, poorly fitted or top-dose-only effect, or another doubt; inactive = no such curve, though single readings can be large; an effect the other way counts as inactive or inconclusive. Unless noted, % is scaled to controls: 0 for no effect and ±100 for the full control effect.

SMILES	3T3 cytotox	IP6K1 inh	SNCA expr inhib	HEK293 tox	Luciferase inh	SNCA viab count	GPT2 inh
O=C(CC[C@H]1NC(=O)c2ccccc2NC1=O)NCCc1nc(-c2ccccc2)cs1	3%	21	21%	-2%	-16%	10%	1%
CCCNC(=O)N1CCC(Cn2c(C)cnc2-c2cccnc2)CC1	-11%	23	8%	-11%	5%	6%	i
FC(F)(F)c1ccc(CN2CCn3c(nnc3-c3ccccc3)C2)cc1	-26%	-4	-22%	89µM*	0%	-3%	-4%
O=C(c1ccc2c(c1)OCO2)N1C2CCC1CN(Cc1cccnc1)C2	?	-6	2%	-23%	.	7%	-6%
CC1=NS(=O)(=O)N(Cc2ccc(F)cc2F)C=C1C(=O)O	i	9	4%	3%	3%	5%	2%
CN1CCCCC(CC(=O)N2CCN(c3ccc(F)cc3)CC2)C1=O (centres undefined)	-4%	1	10%	3%	.	-6%	i
Cc1cc2c(cc1C(=O)N1C[C@@H](CN(C)CCO)[C@@H](CO)C1)OCCO2	2%	2	7%	-1%	10%	6%	1%
COc1ccc(C(=O)NCC(c2ccc(N(C)C)cc2)N2CCCC2)cc1 (centres undefined)	.	9	20%	.	.	-27%	.
O=C(c1cc(-c2ccccc2O)n[nH]1)N1CCC2(CCNCC2)CC1	-7%	13	4%	-18%	-9%	-5%	-4%
CCN(CC)CC[C@H]1CN(C(=O)c2ccnc(Cl)c2)CC[C@H]1CC(=O)O	2%[174 µM]	-7	-5%[87.6 µM]	-16%[172 µM]	1%[172 µM]	-1%[87.6 µM]	-5%[88.5 µM]

Looked up by compound from the list above (6):
SMILES	3T3 cytotox	IP6K1 inh	SNCA expr inhib	HEK293 tox	Luciferase inh	SNCA viab count	GPT2 inh
Cc1cc2c(cc1C(=O)N1C[C@@H](CN(C)CCO)[C@@H](CO)C1)OCCO2	2%	2	7%	-1%	10%	6%	1%
O=C(c1cc(-c2ccccc2O)n[nH]1)N1CCC2(CCNCC2)CC1	-7%	13	4%	-18%	-9%	-5%	-4%
CCCNC(=O)N1CCC(Cn2c(C)cnc2-c2cccnc2)CC1	-11%	23	8%	-11%	5%	6%	i
O=C(CC[C@H]1NC(=O)c2ccccc2NC1=O)NCCc1nc(-c2ccccc2)cs1	3%	21	21%	-2%	-16%	10%	1%
CCN(CC)CC[C@H]1CN(C(=O)c2ccnc(Cl)c2)CC[C@H]1CC(=O)O	2%[174 µM]	-7	-5%[87.6 µM]	-16%[172 µM]	1%[172 µM]	-1%[87.6 µM]	-5%[88.5 µM]
O=C(c1ccc2c(c1)OCO2)N1C2CCC1CN(Cc1cccnc1)C2	?	-6	2%	-23%	.	7%	-6%

More structures follow:
SMILES	3T3 cytotox	IP6K1 inh	SNCA expr inhib	HEK293 tox	Luciferase inh	SNCA viab count	GPT2 inh
O=C(Nc1cccc(OCc2cc(=O)n3ccccc3n2)c1)Nc1cccc(C(F)(F)F)c1	.	4	88%[activator]	.	.	-12%	.
COc1ccccc1CNC(=O)C1CCN(S(=O)(=O)c2c(C)noc2/C=C/c2c(C)cc(C)cc2C)CC1	.	20	-5%	.	.	1%	.
COc1ccc(Cl)cc1C(=O)N1CCN(C(=O)c2nnn3c2COC(c2ccccc2)C3)CC1 (centres undefined)	?	-1	?	?	-1%	-26%	i
CCOC(=O)C1=C(N)Oc2ccc(Br)cc2C1C(C#N)C(=O)OCC (centres undefined)	.	6&5	23%	.	.	1%&-7%&5%	1%&1%&1%
CCS(=O)(=O)Nc1cc(-c2cn3ccc(C)cc3n2)ccc1C	.	-6	9%	.	.	-2%	.
O=C(NCC(F)(F)F)C1CCCN1Cc1ccc(-c2cncnc2)cc1 (centres undefined)	-4%	-6	-5%	-2%	.	1%	i
COc1cccc(NC(=O)N[C@H]2C[C@@H](c3nc(-c4ccccn4)no3)N(C)C2)c1	5%[174 µM]	1	17%[87.6 µM]	-5%[172 µM]	-2%[172 µM]	0%[87.6 µM]	-2%[88.5 µM]
Cc1c(C)c2c(c(C)c1OC(=O)CCC(=O)OCCO)CC[C@@](C)(CCC[C@H](C)CCC[C@H](C)CCCC(C)C)O2	.	3	-27%[25.6 µM]	.	.	-10%[23.9 µM]	?
COc1ccc(NC(=O)CSc2nc(-c3cccc(C)c3)[nH]c2-c2ccccc2)cc1OC	.	-9	?	.	.	?	.
COc1cccc(CNC(=O)C2CCN(c3nccc(Nc4ccccc4OC)n3)CC2)c1	40µM*	15	4%	?	.	-6%	i
O=C(c1ccc2c(c1)OCO2)N1CCC(Cc2nc(-c3ccccc3)no2)CC1	?	6	7%	10µM*	?	-3%	2%
CCn1nc(C)c(-c2cc(C(=O)NCC3Cn4cccc4C(=O)N3CCOC)no2)c1C (centres undefined)	-9%	-3	1%	?	3%	-2%	3%
COc1ccc(NC(=O)c2sc3nc(-c4ccc(OC)cc4)cc(C(F)(F)F)c3c2N)cc1	.	20	33%[activator]	.	.	3%	.
CCN1CCc2c(sc(-n3cccc3)c2C(CCC(C)C)NC(=O)NCCC(=O)OC)C1 (centres undefined)	.	10	-9%	.	.	-24%	.
COc1ccc(Nc2ccnc(N3CCN(C(=O)c4ccc(OC)cc4)CC3)n2)cc1	25µM*	0	5%	25µM*	.	-6%	-6%
COc1ccc(NC(=O)C2CCCN(S(=O)(=O)c3cccs3)C2)cc1 (centres undefined)	.	-7	3%	.	.	-3%	.
Cn1c(=O)c2c(SCC(=O)Nc3ccc(F)cc3F)nc(C3CCCC3)nc2n(C)c1=O	.	29	12%	.	.	7%	.
O=C(NCc1nnc2n1C(C(=O)NCc1ccc(F)cc1)CC2)Nc1cccnc1 (centres undefined)	-4%	9	?	3%	.	0%	i
Cc1cccc(OCCc2noc(C3CCCN3C(=O)Nc3ccccc3)n2)c1 (centres undefined)	?	-6	16%	?	.	5%	i
CCOc1ccc(N(C)C(=O)c2oc(=O)c3ccccc3c2-c2ccccc2)cc1	.	27	?	.	.	-13%	.
COc1cc(CN2C[C@@H]3C(=O)N(CCc4ccccc4)C(=O)[C@@H]3C2)cc(OC)c1	-27%	-20	?	?	-6%	-14%	i
Cn1ncc(N2CCC(C(=O)NCc3ccc(OC(F)(F)F)cc3)C2)cc1=O (centres undefined)	-12%	1	-17%	i	0%	1%	?
COc1ccc(NC(=O)c2ccc(NC(=O)CCS(=O)(=O)c3cccs3)cc2)cc1	.	-10	36%[activator]	.	.	-1%	.
CCc1cccc(C)c1NC(=O)CN(C)S(=O)(=O)c1cccc2nsnc12	.	7	?	.	.	-1%	.
COc1ccc(C)cc1NC(=O)c1cc(S(=O)(=O)N2CCOCC2)cn1C	.	9	-13%	.	.	-5%	.
CCN1c2cc(C(=O)Nc3ccc(C)c(C)c3)ccc2C(=O)N2CCCCC21 (centres undefined)	28µM*	-9	-20%	28µM*	-30%	13%[12.5 µM]	i
Cc1ncsc1C(=O)N1CCC2(CC1)OC(=O)N(Cc1cccnc1)C2(C)c1ccccc1 (centres undefined)	22µM*	-13	-2%	i	-3%	7%	4%
COCC(=O)NC1CCC12CCN(Cc1ccc(F)cc1F)CC2 (centres undefined)	-22%	-8	20%	i	4%	-4%	i
O=C(CCn1c(=O)c2sccc2n(Cc2cccc(F)c2)c1=O)NCc1ccc2c(c1)OCO2	.	1	20%	.	.	5%	.
COCCn1c(C)cnc1CC1CCCN(Cc2ccc(F)cc2F)C1 (centres undefined)	?	0	-6%	?	-10%	-5%	i
O=C(NCc1ccc(Cl)cc1)c1cc2cccc3c2n1CCS3	.	18	45%[activator]	.	.	9%	.
CCc1noc([C@@H]2CC(F)(F)CN2C(=O)c2cn(C)cn2)n1	i	6	5%	5%	?	4%	i
COc1ccc(CCNC(=O)c2ccc3[nH]c(C)c(C)c3c2)cc1OC	.	5	18%	.	.	-13%	.
CCNC(=O)CCSc1nnc(-c2ccc(O)cc2)o1	.	8	?	.	.	8%	.
O=C(CNC(=O)c1ccc(-c2cccc(C(F)(F)F)c2)cc1)NCc1cccs1	?	2	-6%	?	.	-10%[12.5 µM]	0%
O=C1Nc2ccccc2C2(CCN(C(=O)OCc3ccccc3)C2)O1 (centres undefined)	?	6	11%	?	-10%	-12%	i
CNc1nccc(N2CCC(CC(=O)N(C)CCCc3c(C)nn(C)c3C)CC2)n1	?	16	?	?	8%	?	1%
O=C1CCN(S(=O)(=O)c2ccccc2)CCCN(Cc2cn[nH]c2-c2ccc(F)cc2)CCN1	-28%	2	-22%	-19%	7%	-1%	i
COc1ccccc1CNC(=O)C[C@@H]1CCNC[C@@H]1Cc1cc(CSc2ccccc2)on1	79µM*	1	7%	?	-1%	-11%	i
COC(=O)C(C)(N)Cc1ccc(O)cc1 (centres undefined)	.	.	3%	.	.	5%	i
Cc1cc(C)cc(NC(=O)c2sc3nc(-c4ccccc4)cn3c2C)c1	.	31	-8%	.	.	-3%	.
Cc1ccccc1CNC(=O)c1nn(CC2CC2)c2c1CNCC2	?	9	-12%	?	.	5%	3%
CNC(=O)[C@@H]1CN(C(=O)c2ccn(C)n2)C[C@H]1COC	i	6	-6%	i	7%	4%	i
COc1cc(-c2onc(C)c2C(=O)NCCc2ccc(F)cc2)cc(OC)c1OC	-18%	2	-4%	-14%	-2%	-6%	-14%
CCCCNC(=O)N1CC(C(=O)NCc2ccco2)CC(c2ccc(F)c(C)c2)C1 (centres undefined)	-16%	7	-13%	?	0%	4%	-1%
Oc1ccc(-c2nc(C3CC3)nc3c2CCN(Cc2ccc(C(F)(F)F)cc2)CC3)cc1	?	16	20%	?	-3%	17%	i
CC(=O)c1cccc(NC(=O)c2ccc(Cl)c(S(=O)(=O)N3CCOCC3)c2)c1	.	-14	?	.	.	7%	.
COc1cccc(COC(=O)c2ccc(-c3nnn(Cc4ccccc4)n3)cc2)c1	.	-24	2%	.	.	17%	.
CCc1ccc(Sc2cc(C(=O)NCc3cccc(OC)c3)c3ccccc3n2)cc1	.	-11	-15%	.	.	-3%	.
CCc1noc(-c2cn(C3CCN(C(=O)COc4ccc(F)cc4)C3)nn2)n1 (centres undefined)	?	1	3%	-25%	1%	7%	3%
Next entries follow.
SMILES	3T3 cytotox	IP6K1 inh	SNCA expr inhib	HEK293 tox	Luciferase inh	SNCA viab count	GPT2 inh
CS(=O)(=O)N[C@H]1C[C@H]2C(=O)Nc3ccc(-c4ccc5c(c4)OCO5)cc3C(=O)N2C1	?	1	-18%[87.6 µM]	-28%[172 µM]	-19%[172 µM]	5%[87.6 µM]	i
O=C1[C@@H]2C[C@@H](O)CN2C2(CN(Cc3ccc(C(F)(F)F)cc3)C2)C(=O)N1Cc1ccccc1F	?	-14	6%	-8%	4%	-7%	0%
Cc1ccc(C)c(NC(=O)N2CCc3cc(S(=O)(=O)N4CCC(C)CC4)ccc32)c1	.	23	8%	.	.	14%	.
Cc1ccccc1NC(=O)N1CCC(N(CCC(C)C)C2CCOCC2)CC1	i	4	-10%	-1%	11%	-12%	i
Cc1ccc(CNC(=O)Cn2c3ncccc3c(=O)n2-c2ccccc2)cc1	.	-16	-1%	.	.	-1%	.
CCc1nc(N)nc(N)c1-c1ccc(Cl)cc1	.	-5	-27%	.	.	-13%	?
